Lamin A splicing – LMNA splicing modulation. 0.01% of 200,000 active. AID 1487. HeLa LMNA splicing GFP/RFP minigene ratio, 48 h. Potency, µM (series often up to 46.1 µM), for inactives: at the highest dose ratio change, negative = inhibition, most hits filed as inhibitors; active means well fitted inhibition curve with a large enough effect in the signal ratio, with a control signal flat, not every such curve was filed as active; inconclusive means small, poorly fitted or top-dose-only effect, or effect the other way, or a change in a side signal; the % refers to the signal ratio; further: on the % scale 0 is the no-effect control and ±100 the full control effect
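Read-out is the ratio of GFP to DsRed2 object intensity, acquired by 488 nm laser-scanning cytometry on HeLa lamin A-EGFP minigene reporter cells. Compound incubation 48 hrs at 37 °C in Opti-MEM with 2% FBS; DMSO 0.5% final.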
TRb SRC2 PPI – disrupts binding of human TR beta to SRC2 | 0.065% of 280,000 active | P10828 | Potency, µM (titrated, usually from 106 µM), for the others: at the top dose activity change, negative = inhibition, actives largely listed as inhibitors | TRbeta-SRC2 peptide binding, fluorescence polarization; receptor liganded with 1 µM T3;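 further: plate controls were bound peptide for no effect and peptide without receptor for full effect; nearly all actives have a fitted effect of over 50% in size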
Target sequence (P10828 whole entry, looked up): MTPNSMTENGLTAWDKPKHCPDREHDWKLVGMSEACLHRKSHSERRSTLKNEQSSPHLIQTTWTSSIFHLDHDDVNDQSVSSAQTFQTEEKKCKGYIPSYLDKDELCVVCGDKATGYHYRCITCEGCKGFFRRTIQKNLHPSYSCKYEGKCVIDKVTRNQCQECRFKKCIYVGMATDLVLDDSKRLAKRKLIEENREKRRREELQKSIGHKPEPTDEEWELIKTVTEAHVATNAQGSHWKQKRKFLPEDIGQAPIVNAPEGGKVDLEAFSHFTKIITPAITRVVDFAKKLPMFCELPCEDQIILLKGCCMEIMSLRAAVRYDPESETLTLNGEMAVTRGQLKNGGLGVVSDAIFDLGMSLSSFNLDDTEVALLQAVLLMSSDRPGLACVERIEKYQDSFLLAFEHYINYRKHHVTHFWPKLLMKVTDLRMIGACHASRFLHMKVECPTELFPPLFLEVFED
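Fluorescence polarization of 20 nM Texas Red SRC2 peptide (20-aa NR interaction domain) bound to 0.6 uM human TRb ligand-binding domain, with 1 uM T3, after 5 hr at ambient temperature; inhibition seen as decreased polarization.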
RECQ1 helicase – RECQ1 (human) helicase inhibition; P46063; Potency, µM (series often up to 57.3 µM), inactives show top-dose activity, negative = inhibition, hits mostly inhibitors; AID 2549; 0.54% of 240,000 active; RECQ1 DNA unwinding, red fluorescence kinetic read;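 further: plate controls were vehicle for no effect and no enzyme for full effect; nearly all actives have a fitted effect of over 30% in size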
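RECQ1T1 50 nM; forked duplex (20 bp + 30-nt ss tails) 200 nM, ATP 2 mM final; pH 8.0, 2 mM MgCl2, 2.5 ug/ml poly(dI-dC); 15 min compound preincubation; discontinuous kinetic read over 2 h at RT.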
ALDH1A1 block – blocks purified human ALDH1A1 activity | Purified ALDH1A1, NADH fluorescence, propionaldehyde substrate | Potency, µM (titrated, usually from 75.3 µM), without a hit: at the top dose activity, negative = inhibition, usual class: inhibitors | 7.3% of 220,000 active; active means well fitted inhibition curve with a large enough effect, not every such curve was filed as active; inconclusive means small, poorly fitted or top-dose-only effect, or another doubt; inactive means no such curve, though single readings can be large or run the other way;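 further: plate controls were no enzyme wells and a reference inhibitor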
Target sequence (P00352 whole entry, looked up): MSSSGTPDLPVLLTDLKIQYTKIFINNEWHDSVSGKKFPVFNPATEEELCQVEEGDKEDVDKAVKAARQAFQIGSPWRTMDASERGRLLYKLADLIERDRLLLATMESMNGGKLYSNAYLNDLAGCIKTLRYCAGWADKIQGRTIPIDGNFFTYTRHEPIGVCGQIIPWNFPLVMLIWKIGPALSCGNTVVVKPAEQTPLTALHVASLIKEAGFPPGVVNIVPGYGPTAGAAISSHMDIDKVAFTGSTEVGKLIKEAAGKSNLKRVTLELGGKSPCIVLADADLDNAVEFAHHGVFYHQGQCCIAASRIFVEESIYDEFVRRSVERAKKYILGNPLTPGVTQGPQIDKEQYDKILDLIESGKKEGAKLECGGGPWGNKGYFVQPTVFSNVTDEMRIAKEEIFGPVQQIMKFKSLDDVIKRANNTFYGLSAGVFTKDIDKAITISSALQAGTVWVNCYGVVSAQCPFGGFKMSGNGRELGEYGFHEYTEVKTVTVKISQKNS
RGS12 GoLoco inh – inhibitors of human Gai1-RGS12 GoLoco interaction (red fluorophore). AID 880. Potency, µM (top dose mostly 61.6 µM), without a hit: at the top dose activity, negative = inhibition, actives largely listed as inhibitors. 0.44% of 230,000 active. Gai1:RGS12 GoLoco peptide FP, rhodamine, 10 min; active means well fitted inhibition curve with a large enough effect, not every such curve was filed as active; inactive means no such curve, though single readings can be large or run the other way; further: on the % scale 0 is the no-effect control and ±100 the full control effect; nearly all actives have a fitted effect of over 30% in size; many of its hits are not listed in these tables
JMJD2E inh – JMJD2E (human) inhibition | 1.6% of 230,000 active | B2RXH2 | Potency, µM (titrated, usually from 57.1 µM), for inactives: at the highest dose activity change, negative = inhibition, most hits filed as inhibitors | JMJD2E catalytic domain, FDH-coupled NADH fluorescence (FDH is formaldehyde dehydrogenase); active means well fitted inhibition curve with a large enough effect, not every such curve was filed as active; inconclusive means small, poorly fitted or top-dose-only effect, or another doubt; inactive means no such curve, though single readings can be large or run the other way;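 further: 0% = wells with enzyme and -100% = buffer wells without enzyme; nearly all actives have a fitted effect of over 50% in size; many of its hits are not listed in these tables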
SMN2 splice up – increases expression of the SMN2 splice variant | HEK293 SMN2-luciferase splicing reporter, luminescence, 30-36 h | Potency, µM (top dose mostly 46.1 µM), for inactives: top-dose activity change, positive = activation, most hits filed as activators | 2.8% of 210,000 active | AID 1458; further: % of control where 0% means no effect; nearly all actives have a fitted effect of over 55% in size
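qHTS luciferase splicing reporter: luminescence rises when SMN2 exon 7 is included in transfected HEK293 cells. Compound exposure lasted 30-36 h at 37C, with 4.5 mM final sodium butyrate as control, followed by a ONE-Glo read.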
TexasRed fluor – alters Texas Red total fluorescence, flagging assay interference | 0.29% of 280,000 active | Potency, µM (titrated, usually from 106 µM), inactives show at the highest dose fluorescence change, negative = quenching | TRb/SRC2 Texas Red total fluorescence interference; active means well fitted curve in either direction with a large enough effect; inconclusive means small, poorly fitted or top-dose-only effect; further: on the % scale 0 is the no-effect control and ±100 the full control effect
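Flags fluorescent or light-absorbing compounds by total fluorescence, S + 2P, at 555 nm excitation and 632 nm emission. Mixture: 20 nM Texas Red SRC2 peptide, 0.6 uM human TRb LBD, 1 uM T3, 5% DMSO; compound exposure 5 h at ambient temperature.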
Starred values were filed as active, the others as inactive; [ ] = remark or other dose. Unless noted, the call rests on the fitted dose curve; in most records, active means well fitted curve in the direction sought with a large enough effect; inconclusive means small, poorly fitted or top-dose-only effect, or another doubt; inactive means no such curve, though single readings can be large; an effect the other way counts as inactive or inconclusive. Potency means the concentration at half of the fitted maximal effect.

For CC(C)CCCNc1nc(N2CCOCC2)nc(N2CCOCC2)n1 the results were Lamin A splicing -12%, TRb SRC2 PPI -1%, RECQ1 helicase -1%, ALDH1A1 block 0%, RGS12 GoLoco inh 9%, JMJD2E inh 4%, SMN2 splice up -11% and TexasRed fluor 1%.
For Cc1nc(CCNC(=O)Cc2ccc(Cl)cc2)cs1 the results were Lamin A splicing -13%, TRb SRC2 PPI -5%, RECQ1 helicase 0%, ALDH1A1 block 4%, RGS12 GoLoco inh 5%, JMJD2E inh 8%, SMN2 splice up inconclusive and TexasRed fluor -2%.
For Cc1nc2ccccc2c(=O)n1C1CCCCCC1 the results were Lamin A splicing -2%, TRb SRC2 PPI -2%, RECQ1 helicase -13%, ALDH1A1 block 15%, RGS12 GoLoco inh 10%, JMJD2E inh -3%, SMN2 splice up -10% and TexasRed fluor -5%.
For CN1C(=O)C2(C(C#N)=C(N)N(c3cc(Cl)cc(Cl)c3)C3=C2C(=O)CCC3)c2ccccc21 (stereo not drawn) the results were Lamin A splicing -3%, TRb SRC2 PPI -6%, RECQ1 helicase -10%, ALDH1A1 block 0%, RGS12 GoLoco inh 11%, JMJD2E inh 13%, SMN2 splice up 6% and TexasRed fluor 1%.
`CN(C)C(CNc1ncnc2sc3c(c12)CCCCC3)c1ccco1` (stereo not drawn) gave TRb SRC2 PPI 6%, RECQ1 helicase -8%, ALDH1A1 block -11%, RGS12 GoLoco inh 8%, JMJD2E inh -26%, SMN2 splice up -28% and TexasRed fluor -3%.
CCC(COC)NC(=O)CCc1nnc(Cc2cccc(C(F)(F)F)c2)o1 (stereo not drawn) was read as Lamin A splicing 9%[46 µM], TRb SRC2 PPI -7%, RECQ1 helicase inactive, ALDH1A1 block 2%, RGS12 GoLoco inh 10%, JMJD2E inh -7% and TexasRed fluor -5%.
`C=CCN1C(=O)C(O)(CC(=O)c2ccc(Cl)cc2)c2ccccc21` (stereo not drawn) gave Lamin A splicing -14%, TRb SRC2 PPI 2%, RECQ1 helicase -10%, ALDH1A1 block 0.45µM*, RGS12 GoLoco inh 4%, JMJD2E inh -9%, SMN2 splice up 6% and TexasRed fluor -1%.
O=C(/C=C/c1ccc(-c2ccccc2)o1)c1ccccc1 was read as Lamin A splicing inconclusive, TRb SRC2 PPI -9%, RECQ1 helicase 3%, ALDH1A1 block 12%, RGS12 GoLoco inh -4%, JMJD2E inh 0% and TexasRed fluor 2%.
CC1CC(C)CN(S(=O)(=O)c2ccc(C(=O)NCCCn3ccnc3)cc2)C1 (stereo not drawn) was read as Lamin A splicing inconclusive, TRb SRC2 PPI 5%, RECQ1 helicase -12%, ALDH1A1 block 1%, RGS12 GoLoco inh 7%, JMJD2E inh 0%, SMN2 splice up -101%[inhibitor] and TexasRed fluor 1%.
For O=C(CSc1nnc(Nc2ccccc2)s1)NCc1ccco1 the results were Lamin A splicing 6%, TRb SRC2 PPI 0%, RECQ1 helicase inactive, ALDH1A1 block 6%, RGS12 GoLoco inh 6%, JMJD2E inh 1%, SMN2 splice up -17% and TexasRed fluor -4%.
For CN1CCC(N(C)CC(=O)Nc2cccc(Oc3ccccc3)c2)CC1 the results were Lamin A splicing -3%, TRb SRC2 PPI 0%, RECQ1 helicase -1%, ALDH1A1 block 0%, RGS12 GoLoco inh -7%, JMJD2E inh inconclusive, SMN2 splice up 24% and TexasRed fluor -7%.
For COC(=O)CCCCCNC(=S)Nc1ccc2[nH]c(=O)[nH]c2c1 the results were TRb SRC2 PPI 1%, RECQ1 helicase -13%, RGS12 GoLoco inh -1%, JMJD2E inh 0% and TexasRed fluor 6%.
For CCOC(=O)C(NC(=O)Nc1ccc(O)cc1)(c1ccccc1)C(F)(F)F (stereo not drawn) the results were Lamin A splicing -2%, TRb SRC2 PPI inconclusive, RECQ1 helicase 0%, ALDH1A1 block 2%, RGS12 GoLoco inh 4%, JMJD2E inh -8%, SMN2 splice up 1% and TexasRed fluor 8%.
Screening CCOc1ccc(NC(=S)NCc2ccc3c(c2)OCO3)cc1 returned TRb SRC2 PPI 3%, RECQ1 helicase -12%, RGS12 GoLoco inh 13%, JMJD2E inh 1% and TexasRed fluor 2%.
For CCSS(=O)(=O)c1cccc2cccnc12 the results were TRb SRC2 PPI 2%, RECQ1 helicase -2%, RGS12 GoLoco inh -33%, JMJD2E inh 3.2µM* and TexasRed fluor 0%.
Screening CCn1c(Cc2ccc(OC)cc2)nnc1SCc1nc2ccccc2c(=O)[nH]1 returned Lamin A splicing -10%[9.22 µM], TRb SRC2 PPI 6%, RECQ1 helicase -1%, ALDH1A1 block 0%, RGS12 GoLoco inh 1%, JMJD2E inh -1%, SMN2 splice up -13% and TexasRed fluor -4%.
CCCn1c(SCC(=O)Nc2ccccc2N2CCOCC2)nc2c1c(=O)n(C)c(=O)n2C was read as Lamin A splicing -4%, TRb SRC2 PPI 9%, RECQ1 helicase 10%, ALDH1A1 block -7%, RGS12 GoLoco inh -35%, JMJD2E inh -3%, SMN2 splice up -24% and TexasRed fluor 2%.
For O=C(CSc1n[nH]c(=O)n1-c1ccc2c(c1)OCCO2)Nc1ccccc1 the results were TRb SRC2 PPI -2%, RECQ1 helicase inactive, ALDH1A1 block 6%, RGS12 GoLoco inh 10%, JMJD2E inh 8% and TexasRed fluor 2%.
For Cc1ccc2c(CNCc3ccco3)cc(=O)oc2c1 the results were Lamin A splicing -1%, TRb SRC2 PPI 0%, RECQ1 helicase -5%, ALDH1A1 block inconclusive, RGS12 GoLoco inh 3%, JMJD2E inh -16%, SMN2 splice up 13µM* and TexasRed fluor 0%.
Screening COc1cccc(C(=O)n2cnnc2N)c1OC returned Lamin A splicing -18%, TRb SRC2 PPI -12%, RECQ1 helicase -8%, ALDH1A1 block 2%, RGS12 GoLoco inh 4%, JMJD2E inh -4%, SMN2 splice up 5% and TexasRed fluor 2%.

The last 2 entries of the part before lead into the next.
For Cc1ccc2c(CNCc3ccco3)cc(=O)oc2c1 the results were Lamin A splicing -1%, TRb SRC2 PPI 0%, RECQ1 helicase -5%, ALDH1A1 block inconclusive, RGS12 GoLoco inh 3%, JMJD2E inh -16%, SMN2 splice up 13µM* and TexasRed fluor 0%.
Screening COc1cccc(C(=O)n2cnnc2N)c1OC returned Lamin A splicing -18%, TRb SRC2 PPI -12%, RECQ1 helicase -8%, ALDH1A1 block 2%, RGS12 GoLoco inh 4%, JMJD2E inh -4%, SMN2 splice up 5% and TexasRed fluor 2%.
For C=CCN1CCN(C(CC(C)C)c2nnnn2CCOC)CC1 (stereo not drawn) the results were Lamin A splicing 15%, TRb SRC2 PPI -9%, RECQ1 helicase inactive, ALDH1A1 block -5%, RGS12 GoLoco inh -1%, JMJD2E inh 5%, SMN2 splice up -7% and TexasRed fluor -3%.
Screening CCOC(=O)c1cc(NC(=O)C2C3CCC(O3)C2C(=O)O)cc(C(=O)OCC)c1 (stereo not drawn) returned Lamin A splicing 5%, RECQ1 helicase -6%, ALDH1A1 block inconclusive, RGS12 GoLoco inh -20%, JMJD2E inh inconclusive and SMN2 splice up 5%.
COc1cc2cc(CN(CCO)S(=O)(=O)c3ccccc3)c(=O)[nH]c2cc1OC was read as Lamin A splicing -2%, TRb SRC2 PPI 2%, RECQ1 helicase inactive, ALDH1A1 block inconclusive, RGS12 GoLoco inh 11%, JMJD2E inh inconclusive, SMN2 splice up 2% and TexasRed fluor -3%.
For COC(=O)COc1cccc(-n2cnnn2)c1 the results were Lamin A splicing 4%, TRb SRC2 PPI -3%, RECQ1 helicase -6%, ALDH1A1 block 8%, RGS12 GoLoco inh -3%, JMJD2E inh 4%, SMN2 splice up 6% and TexasRed fluor 0%.
`CC(=O)Nc1c(Cl)n(C(C)=O)c2ccccc12` gave Lamin A splicing -4%, TRb SRC2 PPI 9%, RECQ1 helicase inactive, ALDH1A1 block 4%, RGS12 GoLoco inh -5%, JMJD2E inh 14%, SMN2 splice up 13% and TexasRed fluor 0%.
For OCCC1CN(Cc2nc3ccccc3s2)CCN1CCc1ccccc1 (stereo not drawn) the results were TRb SRC2 PPI 1%, RECQ1 helicase -4%, ALDH1A1 block inconclusive, RGS12 GoLoco inh 28%, JMJD2E inh 1% and TexasRed fluor 0%.
O=C(Nc1ccc(Br)cc1)c1ccc(Br)c(S(=O)(=O)Nc2cccnc2)c1 was read as Lamin A splicing inconclusive, TRb SRC2 PPI 4%, RECQ1 helicase -7%, ALDH1A1 block inconclusive, RGS12 GoLoco inh 17%, JMJD2E inh -4%, SMN2 splice up 6% and TexasRed fluor -3%.
`COc1cc(OC)c2c(-c3cccc(/C=C/c4ccc(F)cc4)c3)cc(=O)oc2c1` gave TRb SRC2 PPI 4%, RECQ1 helicase -17%[81.1 µM], ALDH1A1 block -4%, RGS12 GoLoco inh -65% and TexasRed fluor 0%.
For O=C(C1=C[C@H](c2ccc(C(F)(F)F)cc2)C[C@H](OCCCCO)O1)N1CCN(Cc2ccccc2)CC1 the results were TRb SRC2 PPI -7%, RECQ1 helicase -16%, ALDH1A1 block -16%, RGS12 GoLoco inh -13%, JMJD2E inh -3% and TexasRed fluor -2%.
For O=C(c1cc(N2CCCCC2)nc2ccccc12)N1CCOCC1 the results were Lamin A splicing -9%, TRb SRC2 PPI -15%, RECQ1 helicase -3%, ALDH1A1 block -10%, RGS12 GoLoco inh 3%, JMJD2E inh inconclusive, SMN2 splice up -4% and TexasRed fluor 0%.
Screening Cc1ccc(NC(=O)CSc2nnc(-c3cccs3)o2)cc1S(=O)(=O)N(C)C returned TRb SRC2 PPI 13%, RECQ1 helicase inactive, ALDH1A1 block inconclusive, RGS12 GoLoco inh 13%, JMJD2E inh 1%, SMN2 splice up inconclusive and TexasRed fluor 0%.

Screening data from PubChem.

Not all compounds are listed. The share of hits here may be higher or lower than overall.
